# Assay outcomes deposited in PubChem by several laboratories.
# HMGR II inh: inhibitors of E. faecalis class II HMGR, primary screen, biochemical, Enterococcus faecalis; purified E. faecalis HMGR, NADPH absorbance 340 nm kinetic; inhibition, % at 10 µM; 0.41% of 190,000 active; AID 1066, 2008; HMG-CoA reductase (Enterococcus faecalis, mvaE);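 active means inhibition above a set limit, the median over all tested compounds plus 3 SD, cut at about 9.5% in these data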;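 further: enzyme runs in reverse so mevalonate oxidation gives rising NADPH absorbance; 0% = complete reaction with DMSO and 100% = background rate lacking mevalonate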
# APP 5'UTR act: activators of APP 5'UTR luciferase reporter, primary screen, SH-SY5Y cells; 1% of 190,000 active; activation, % at 2 µM; SH-SY5Y APP 5'UTR luciferase reporter, luminescence; zero percent = DMSO vehicle wells;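 active means activation above a set limit, based on mean plus 3 SD of controls, cut at about 140% in these data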; further: values of inactives mirror those of a sister screen read the other way
# STAT3 act: IL-6 driven STAT3 reporter potentiators, primary screen, U3A cells, luciferase, luminescence, MLSCN library; IL-6 STAT3-luciferase reporter; 100% = signal with IL-6 EC80 alone; activation (% of control), % at 5.6 µM; 0.91% of 190,000 active; AID 871, 2007;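 active means activation above the screen-wide mean of compound activation plus 3 SD, cut at about 130% in these data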;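 further: 0% = background luminescence of wells with medium and substrate only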
#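 Detection: reporter luminescence signal / Assay system: STAT1-lacking human U3A cells, STAT3 luciferase reporter / Incubation: compound pre-incubation 1 h before IL-6, then 6 h stimulation at 37 °C / Control set: IL-6-only high control / Read-out: % activation relative to IL-6 control / Probe or stimulus: Interleukin-6, 33 ng/mL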
# STAT1 blocker: STAT1 signaling inhibitors, primary screen, cell-based, HTS, luciferase reporter | NIH 3T3 STAT1-luciferase reporter, IFN-gamma, luminescence | inhibition, % at 5.5 µM | 0.35% of 200,000 active | AID 920, 2007;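 active means inhibition above a set limit, the mean inhibition across all tested compounds plus 3 SD, cut at about 34% in these data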;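 further: 0% = IFN-gamma with DMSO and 100% = IFN-gamma with 300 µM nifuroxazide; values of inactives mirror those of a sister screen read the other way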
# STAT3 blocker: IL-6 driven STAT3 reporter inhibitors, primary screen, U3A cells, luciferase, luminescence, MLSCN library; IL-6 STAT3-luciferase reporter; host cell line lacks STAT1; inhibition, % at 5.5 µM; 0.89% of 190,000 active; AID 862, 2007;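 active means inhibition above the mean inhibition across all screened compounds plus 3 SD, cut at about 44% in these data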;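 further: 0% = DMSO only wells and 100% = 100 µM nifuroxazide control wells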
# TLR4 MyD88 comp: inhibitors of TLR4-MyD88 association in cells, primary screen, cell-based, HeLa CL3-4, BLA complementation, FRET ratio; 0.18% of 200,000 active; inhibition, % at 8.4 µM; Toll-like receptor 4 (Homo sapiens) + Myeloid differentiation primary response protein …; HeLa CL3-4 TLR4/MyD88 BLA complementation; in the data active means inhibition above about 25%;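 further: 0% = vehicle and 100% = reference inhibitor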
# Target sequence (O00206 whole entry, looked up): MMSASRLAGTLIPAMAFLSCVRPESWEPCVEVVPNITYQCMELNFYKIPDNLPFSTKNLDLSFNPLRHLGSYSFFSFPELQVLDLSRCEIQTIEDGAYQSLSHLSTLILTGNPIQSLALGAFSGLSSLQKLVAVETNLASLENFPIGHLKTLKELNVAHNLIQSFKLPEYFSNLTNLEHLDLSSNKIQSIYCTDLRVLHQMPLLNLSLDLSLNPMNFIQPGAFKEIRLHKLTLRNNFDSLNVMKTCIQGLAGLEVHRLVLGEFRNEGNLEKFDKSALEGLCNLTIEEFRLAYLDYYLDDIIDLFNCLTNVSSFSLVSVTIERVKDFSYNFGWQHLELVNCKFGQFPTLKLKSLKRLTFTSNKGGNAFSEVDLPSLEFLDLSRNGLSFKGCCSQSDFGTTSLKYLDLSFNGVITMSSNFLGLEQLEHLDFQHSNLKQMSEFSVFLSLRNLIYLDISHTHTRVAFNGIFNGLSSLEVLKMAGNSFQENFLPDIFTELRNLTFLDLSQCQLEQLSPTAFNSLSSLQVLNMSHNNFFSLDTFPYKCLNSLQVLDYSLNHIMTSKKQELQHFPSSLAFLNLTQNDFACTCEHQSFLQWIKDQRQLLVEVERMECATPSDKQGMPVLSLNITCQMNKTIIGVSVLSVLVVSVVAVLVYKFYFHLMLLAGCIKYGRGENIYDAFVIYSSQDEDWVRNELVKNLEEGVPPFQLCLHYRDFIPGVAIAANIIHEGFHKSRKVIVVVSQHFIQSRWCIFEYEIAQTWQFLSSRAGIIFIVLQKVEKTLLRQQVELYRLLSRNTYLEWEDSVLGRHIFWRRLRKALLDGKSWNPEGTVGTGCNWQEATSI
# Target sequence (Q99836 whole entry, looked up): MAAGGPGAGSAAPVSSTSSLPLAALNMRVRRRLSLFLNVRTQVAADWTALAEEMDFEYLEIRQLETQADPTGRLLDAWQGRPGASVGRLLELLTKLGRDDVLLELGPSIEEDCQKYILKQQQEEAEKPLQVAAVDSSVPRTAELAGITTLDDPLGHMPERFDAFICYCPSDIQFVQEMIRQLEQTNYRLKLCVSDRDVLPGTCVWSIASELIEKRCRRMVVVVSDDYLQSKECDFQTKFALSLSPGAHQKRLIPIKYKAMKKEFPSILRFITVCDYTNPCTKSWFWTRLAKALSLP
# Hsp70 act: Hsp70 transcriptional activators, primary screen, cell-based, HeLa, Hsp70 promoter luciferase, luminescence, 10 µM; HeLa Hsp70 promoter luciferase reporter; scaled: vehicle 0, proteasome-inhibitor control 100%; 0.04% of 200,000 active; AID 1203, 2008; activation, % at 10 µM;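 active means activation above the mean across all tested compounds plus 3 SD, cutoff set per campaign, cut at about 5.5% in these data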;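 further: 100% = MG132 at 30 µM as the positive control and 0% = DMSO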
# DTT redox prof: compounds producing H2O2 with reducing agent – biochemical, NIH compound library profiling, artefact control for MLSCN library redox annotation, primary screen; DTT-dependent redox cycling H2O2, phenol red/HRP absorbance; 100% = 100 µM peroxide control, 0% = buffer; activation, % at 10 µM; 0.03% of 200,000 active; AID 878, 2007;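 active means activation of at least 50% relative to the plate's high and low controls in the primary single-dose screen; inactive means activation below 50%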;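 further: compound incubated with DTT at 0.8 mM final as the reducing agent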
# NF-kB expr up: activators of NF-kB expression in neurons, primary screen, cell-based, HTS; 1.6% of 190,000 active; human neuronal cells, NF-kB reporter expression; stronger effect = higher value; AID 1239, 2008; fold change at 12.5 µM; in the data active means fold change above about 3.3
# STAT1 activator: STAT1 signaling activators, primary screen, cell-based, HTS, luciferase reporter. NIH 3T3 STAT1-luciferase reporter, IFN-gamma, luminescence; 100% = IFN-gamma alone, no compound. activation (% of control), % at 5.5 µM. 2.6% of 200,000 active;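 active means activation above the screen-wide mean activation plus 3 SD, cut at about 130% in these data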;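 further: raw ratio to IFN-gamma control signal so 100% means no change and 0% no light; values of inactives mirror those of a sister screen read the other way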
# Numbers without * were called inactive; x = not tested or not shown.
SMILES,HMGR II inh,APP 5'UTR act,STAT3 act,STAT1 blocker,STAT3 blocker,TLR4 MyD88 comp,Hsp70 act,DTT redox prof,NF-kB expr up,STAT1 activator
O=C(Cn1cc(C(F)(F)F)ccc1=O)N/N=C/c1ccc(Cl)cc1,-1.3,19.4,101.4,2.9,-2.8,7.6,-0.2,-0.1,1.28,97.4
CCOC(=O)N1CCN(c2ccc(F)cc2[N+](=O)[O-])CC1,-6.1,-4.4,86.3,1.9,19.0,-12.0,-0.3,1.7,1.14,98.3
CC(O)/C=C/C1OC(=O)CC1Nc1ccc(C=O)cc1 (stereo not drawn),-2.9,-10.3,x,0.0,x,-12.0,-0.2,-0.7,0.91,98.9
COc1ccc(C(=O)N[C@H](C(=O)OCC(=O)NC(=O)c2cccn2C)C(C)C)cc1,-11.0,3.6,93.1,0.1,12.7,2.6,-0.5,0.2,1.1,99.9
Cc1ccc(S(=O)(=O)NC(CC(=O)NCC2CCCO2)c2ccccc2)cc1 (stereo not drawn),-4.1,24.0,104.2,-9.0,3.1,-3.9,-0.2,0.6,0.98,107.0
COCC1CCCN(Cc2cn(-c3ccccc3)nc2-c2ccc3c(c2)OCO3)C1 (stereo not drawn),-0.9,5.6,104.2,-1.7,2.4,0.4,0.2,-0.2,1.05,99.7
Cc1ccccc1Cn1ccc(NC(=O)c2cc3nc(-c4ccco4)cc(C(F)(F)F)n3n2)n1,-4.5,5.7,90.7,2.7,14.7,10.3,-0.2,3.1,1.11,97.5
CCOCCCNC(=O)c1c(C)[nH]c(C(=O)OCC)c1C,-2.8,-0.5,114.9,-13.2,-13.9,2.0,-0.1,1.8,0.96,112.1
C=CCNC(=S)NNC(=O)c1ccc(C)c(Cl)c1,-9.2,6.0,82.1,-3.5,24.5,-10.3,-0.1,1.0,1.05,100.8
COc1ccc(NC(=O)C2CCN(C(=O)Cc3ccccc3)CC2)cc1OC,-0.9,-16.3,106.7,-2.6,1.0,1.0,-0.2,-0.9,1.26,102.6

# Single records, as listed above. Order of values: HMGR II inh	APP 5'UTR act	STAT3 act	STAT1 blocker	STAT3 blocker	TLR4 MyD88 comp	Hsp70 act	DTT redox prof	NF-kB expr up	STAT1 activator
# `COc1ccc(NC(=O)C2CCN(C(=O)Cc3ccccc3)CC2)cc1OC` reads -0.9	-16.3	106.7	-2.6	1.0	1.0	-0.2	-0.9	1.26	102.6
# `O=C(Cn1cc(C(F)(F)F)ccc1=O)N/N=C/c1ccc(Cl)cc1` reads -1.3	19.4	101.4	2.9	-2.8	7.6	-0.2	-0.1	1.28	97.4
# `Cc1ccccc1Cn1ccc(NC(=O)c2cc3nc(-c4ccco4)cc(C(F)(F)F)n3n2)n1` reads -4.5	5.7	90.7	2.7	14.7	10.3	-0.2	3.1	1.11	97.5

# Further compounds follow:
SMILES,HMGR II inh,APP 5'UTR act,STAT3 act,STAT1 blocker,STAT3 blocker,TLR4 MyD88 comp,Hsp70 act,DTT redox prof,NF-kB expr up,STAT1 activator
CC(CNC(=O)CC(C)(C)C)NC(=O)CC(C)(C)C (stereo not drawn),-2.0,0.9,109.8,-3.0,-9.2,-1.7,-0.5,2.5,1.07,102.8
O=C(COc1ccc(Br)cc1)N1CCN(c2ccc([N+](=O)[O-])c(N3CCCCC3)c2)CC1,-8.2,-0.3,97.5,2.9,2.3,9.6,-0.3,1.8,1.01,97.4
Cc1cccc(OC2CCN(Cc3c(C(=O)N4CCCC4)nc4ccccn34)CC2)c1,-5.9,0.6,93.5,-0.4,13.0,-2.2,0.0,-0.7,1.15,100.3
COc1ccc2c(=O)c(-c3cnn(-c4ccccc4)c3)c(C)oc2c1,-5.4,6.4,77.5,2.2,28.6,-0.6,-0.4,-4.7,1.09,98.0
O=S1(=O)c2ccccc2N=NN1Cc1cc(Cl)cc(Cl)c1,5.0,x,103.3,3.6,-3.8,-6.5,-0.1,0.1,0.84,95.5
Cc1ccccc1NC(=O)c1cccc(C(F)(F)F)c1,-5.8,-4.8,88.0,0.9,16.8,18.8,-0.2,0.0,1.09,99.2
Cc1cc(/C=N/NC(=O)COc2cccc3cccnc23)c(C)n1-c1ccc(O)cc1,-2.5,-10.9,106.6,-0.8,-10.7,-2.0,-0.1,0.2,1.04,100.8
O=C1CC(N2C(=O)/C(=C/C=C/c3ccccc3)SC2=S)C(=O)N1c1ccccc1 (stereo not drawn),-4.5,7.2,96.2,-1.6,6.6,-6.6,-0.3,0.6,1.02,101.4
CCNC(=O)Nc1cc2nc(C)n(Cc3ccc(Br)cc3)c2nc1C,-9.7,10.2,98.7,-9.6,5.3,-5.3,-0.1,0.2,1.04,108.7
CCN(CC)CCCNC(=O)c1cc(-c2ccc(Cl)cc2)on1,-2.4,12.0,95.3,0.8,10.7,0.4,0.0,0.1,1.08,99.2

# 5 entries out of the list, ordered by SMILES length, rising.
SMILES,HMGR II inh,APP 5'UTR act,STAT3 act,STAT1 blocker,STAT3 blocker,TLR4 MyD88 comp,Hsp70 act,DTT redox prof,NF-kB expr up,STAT1 activator
CC(CNC(=O)CC(C)(C)C)NC(=O)CC(C)(C)C (stereo not drawn),-2.0,0.9,109.8,-3.0,-9.2,-1.7,-0.5,2.5,1.07,102.8
CCN(CC)CCCNC(=O)c1cc(-c2ccc(Cl)cc2)on1,-2.4,12.0,95.3,0.8,10.7,0.4,0.0,0.1,1.08,99.2
Cc1cccc(OC2CCN(Cc3c(C(=O)N4CCCC4)nc4ccccn34)CC2)c1,-5.9,0.6,93.5,-0.4,13.0,-2.2,0.0,-0.7,1.15,100.3
O=C1CC(N2C(=O)/C(=C/C=C/c3ccccc3)SC2=S)C(=O)N1c1ccccc1 (stereo not drawn),-4.5,7.2,96.2,-1.6,6.6,-6.6,-0.3,0.6,1.02,101.4
O=C(COc1ccc(Br)cc1)N1CCN(c2ccc([N+](=O)[O-])c(N3CCCCC3)c2)CC1,-8.2,-0.3,97.5,2.9,2.3,9.6,-0.3,1.8,1.01,97.4

# (next part)
SMILES,HMGR II inh,APP 5'UTR act,STAT3 act,STAT1 blocker,STAT3 blocker,TLR4 MyD88 comp,Hsp70 act,DTT redox prof,NF-kB expr up,STAT1 activator
O=C(O)c1c[nH]ccc1=O,5.8,3.5,105.7,0.0,-3.5,-2.9,-0.3,-0.9,1.37,100.0
Cc1ccc(C(C)C)c(OCC(=O)Nn2c(=O)[nH]c3ccccc3c2=O)c1,-6.8,-12.8,83.1,9.9,21.7,1.8,-0.5,-0.5,1.09,91.2
O=C(O)CP(=O)(c1ccccc1)c1ccccc1,-4.7,3.8,96.0,0.8,11.9,8.1,-0.5,-1.7,1.22,99.3
OC(CNCc1ccccc1)(c1ccc(F)cc1)c1ccc(F)cc1,3.8,x,109.9,13.2,-6.1,7.9,-0.3,1.0,0.93,88.1
